# K1F lysis inhibition: inhibition of K1F phage lysis, E. coli UTI89, bacterial capsule biogenesis inhibitors, alamar blue (AID 488966); E. coli UTI89 K1F phage lysis, alamar blue, 2 h; higher % means a stronger effect; inhibition, % at 100 µM, or IC50 in µM where a hit was titrated; hit rate 0.02% among 340,000;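 active = phage lysis inhibition, versus mean bacterial control, above a set limit; inconclusive = no clear call, values can overlap the other calls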;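 also: capsule biogenesis inhibitors block K1F phage lysis so surviving cells raise fluorescence; higher fluorescence means more inhibition of phage lysis; actives were called in the ten point dose series up to 300 µM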
# GPR55 LPI antagonism: GPR55 antagonists blocking LPI-driven arrestin recruitment, primary screen, imaging, U2OS, beta-arrestin-GFP, LPI agonist (AID 2013); U2OS GPR55 beta-arrestin-GFP translocation imaging, LPI antagonism; higher % means a stronger effect; one-dose inhibition, % at 10 µM; IC50 in µM for titrated hits; hit rate 0.13% among 290,000;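 active = spots per cell inhibited over 60%, with over 100 cells counted and total cytoplasm intensity under 500,000; inconclusive = wells with under 100 cells, flagged as likely toxic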;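 also: U2OS cells stably carrying GPR55 and arrestin-GFP stimulated by 5 µM LPI near EC80; imaged beta-arrestin-GFP aggregate spots per cell after agonist stimulation; plate controls were LPI-stimulated DMSO wells for no effect and DMSO wells without LPI for full effect; some results filed as inactive read as strong as hits; confirmed hits need IC50 under 10 µM and bright autofluorescent wells are also inconclusive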
# GPR35 arrestin U2OS: inhibition of zaprinast-stimulated GPR35 beta-arrestin translocation – imaging, U2OS, beta-arrestin-GFP, zaprinast agonist, primary screen (AID 2058) | U2OS GPR35 beta-arrestin-GFP translocation imaging, zaprinast antagonism; higher % means a stronger effect | inhibition, % at 10 µM, or IC50 in µM where a hit was titrated | hit rate 0.052% among 290,000;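 active = inhibition of at least 50% with at least 30 cells and total cytoplasm GFP at most 10,000,000; inconclusive = under 30 cells or total GFP of 10,000,000 plus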
# SV40 large T antigen: TAg ATPase/helicase activity blockers – biochemical (AID 1903). SV40 large T antigen ATPase/helicase inhibition assay; higher % means a stronger effect. inhibition, % at 20 µM; hits with a dose series show IC50 in µM. hit rate 0.39% among 310,000; in the data active = a potency from the dose series; inconclusive = inhibition mostly from about 32% at the one dose, without a potency; inactive = the rest, 99 in 100 with inhibition below about 32%; also: strong numbers were not always called active
# RSV CPE inhibition: RSV antiviral activity via CPE protection, HEp-2 cells, primary 10 µM value included (AID 2391); HEp-2 cells, RSV-induced CPE inhibition; higher % means a stronger effect; CPE inhibition, % at 10 µM, or IC50 in µM where a hit was titrated; hit rate 0.13% among 310,000; in the data active = a potency from the dose series; inconclusive = CPE inhibition mostly from about 23% at the one dose, without a potency; inactive = the rest, 99 in 100 with CPE inhibition below about 21%; also: strong numbers were not always called active
# NS5 inhibitors: Dengue-2 NS5 methyltransferase inhibitors, primary screen, biochemical, confirmation dose response (AID 588689); hit rate 0.3% among 340,000; one-dose inhibition, % at 25 µM; IC50 in µM for titrated hits; Dengue-2 NS5 methyltransferase capping enzyme assay, biochemical; higher % means a stronger effect; in the data active = a potency from the dose series; inconclusive = inhibition above about 29% without an active follow-up result
# PhoP inhibition: inhibitors of PhoP regulon expression, primary screen, Salmonella Typhimurium, GFP reporter (AID 1863); inhibition, % at 50 µM; hits with a dose series show IC50 in µM; S. Typhimurium PhoP-regulated promoter GFP reporter, 4 h; higher % means a stronger effect; hit rate 0.16% among 300,000;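 active = inhibition over 29.93%, a cutoff 3 SD above the screen mean, later confirmed by dose response; inconclusive = inhibition over 29.93% but no dose response follow-up; inactive = inhibition at most 29.93% or unconfirmed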;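 also: 0% = low Mg2+ inducing control and 100% = high Mg2+ repressing control; strong numbers were not always called active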
# HIV fusion peptide: cell-free HIV fusion peptide-binding blockers – biochemical, uHTS, fluorescence dequenching, primary screen (AID 1986); cell-free peptide binding, fluorescence dequenching, 30 min; higher % means a stronger effect; one-dose inhibition, % at 20 µM; IC50 in µM for titrated hits; hit rate 0.3% among 290,000; in the data active = inhibition mostly above about 52%, no sharp cut-off; inactive = mostly below about 76%; also: some results filed as inactive read as strong as hits
# MgcRacGAP inhibition: MgcRacGAP GTPase-activating activity inhibitors, confirmation, biochemical, ADP Hunter fluorescence; MgcRacGAP-stimulated Rac1 GTP hydrolysis, ADP Hunter fluorescence; higher % means a stronger effect; GST-tagged Rac1 F28L mutant substrate; inhibition, % at 30 µM, or IC50 in µM where a hit was titrated; hit rate 0.6% among 340,000; AID 624330;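 active = first-screen hits whose inhibition reached a set limit at any dose in the follow-up dose series; inconclusive = inhibition above the set first-screen limit but never retested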;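 also: fluorescence reports GDP produced by GAP-driven GTP hydrolysis; strong numbers were not always called active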
# NS5 inhibitors pilot replicate: second read-out of NS5 inhibitors, no call of its own (marks repeat the call); inhibition, %; measured here: pilot screen replicate inhibition
# Starred values were filed as active, the others as inactive; ? = inconclusive; . = no result given; [ ] = dose if it differs, or a comment. Hits appear at their usual frequency; overall some 1.5% were active at least once.
SMILES,K1F lysis inhibition,GPR55 LPI antagonism,GPR35 arrestin U2OS,SV40 large T antigen,RSV CPE inhibition,NS5 inhibitors,PhoP inhibition,HIV fusion peptide,MgcRacGAP inhibition,others
O=C(O)CN1C(=O)SC(Nc2ccc(C(=O)O)cc2)C1=O (configuration not stated),7.8%,-2.0%,10.2%,4.8%,2.1%,4.3%,-8.0%,0.8%,-3.0%,
O=[N+]([O-])c1ccccc1Oc1ccccc1Cl,-0.2%,-0.4%,-2.8%,-1.2%,0.7%,-8.9%,11.5%,-3.0%,7.9%,
Cc1nn(-c2ccc(N3CCCCC3)nn2)c(C)c1CCC(=O)Nc1ccccc1F,0.0%,10.4%,6.1%,10.7%,.,-0.9%,-3.5%,-1.4%,9.3%,
CCN1CCN(C(=O)c2cc(-c3ccc(Cl)s3)nc3ccccc23)CC1,-0.2%,3.3%,-1.4%,.,.,-5.5%,.,0.8%,7.4%,
O=C(COC(=O)CCc1ccc(S(=O)(=O)N2CCOCC2)cc1)Nc1ncc(C(F)(F)F)cc1Cl,0.6%,9.5%,-3.3%,10.5%,1.0%,-2.7%,-3.9%,0.0%,3.4%,NS5 inhibitors pilot replicate=-0.8
COCC(COCCCNC(=O)Nc1ccc(Br)cc1)OC (configuration not stated),0.2%,0.4%,5.5%,1.3%,1.4%,0.7%,-7.1%,-2.1%,9.4%,
CC[C@@H]1CC=C[C@H]2[C@H]1C(=O)N(Cc1ccccc1)[C@H]2c1ccc(C(F)(F)F)cc1,0.8%,29.6%,10.0%,13.6%,1.0%,-10.5%,3.3%,1.5%,3.9%,
COc1ccc(CCNC(=O)C2CCCN(S(=O)(=O)c3ccc(F)cc3)C2)cc1 (configuration not stated),0.0%,4.0%,-3.4%,25.3%,3.5%,-8.4%,-6.9%,-2.2%,10.1%,
Cc1cc(NC(=O)COc2nnc(-c3ccccc3)c3ccccc23)no1,-2.5%,-9.0%,-0.6%,-2.8%,1.3%,-6.4%,11.5%,1.3%,6.3%,
O=C(COC(=O)c1cc(S(=O)(=O)N2CCOCC2)ccc1F)Nc1c(Cl)cccc1C(F)(F)F,1.2%[50 µM],.,.,6.9%,-1.3%,0.7%,1.6%,.,-0.3%,
O=[N+]([O-])c1cc(S(=O)(=O)Nc2cccc(Cl)c2)ccc1N=Nc1c(O)[nH]c2ccccc12,0.1%,6.5%,-10.2%,4.7%,2.8%,-12.8%,9.9%,-0.5%,5.9%,
CCn1c(SCc2cccc(C)c2)nnc1-c1ccc(C)cc1,7.5%,11.9%,-10.9%,11.4%,11.6%,0.8%,7.4%,13.1%,9.0%,
CCOc1cc(/C=C/C(=O)c2ccc(C)cc2)ccc1OCC(=O)N(C)C,-0.4%,26.2%,-6.6%,-7.7%,-1.9%,-1.3%,-8.2%,0.5%,-3.5%,
Cc1ccc(NC(=O)CN2C(=O)S/C(=C/c3ccc(-c4cc(C(=O)O)ccc4C)o3)C2=O)cc1C,3.2%,2.4%,18.8%,-4.5%,5.1%,13.5%,-6.0%,63.2%,12.6%,
O=C(NCCN1CCOCC1)c1cc(Sc2ccccc2Cl)nc2ccccc12,.,2.8%,-2.9%,3.0%,1.0%,.,-2.6%,-1.8%,.,
CCS(=O)(=O)N1CCCC(C(=O)NCCN2CCC(Cc3ccccc3)CC2)C1 (configuration not stated),0.3%,-0.6%,1.1%,10.8%,0.3%,-4.8%,13.9%,-1.9%,17.0%,
CCOC(=O)/C(C#N)=C\c1c(C)cc(C)c(COC(C)=O)c1C,-0.7%,7.9%,0.7%,21.8%,2.4%,3.2%,6.6%,-1.0%,6.3%,
Nc1nnc(CC(=O)N/N=C/c2ccccc2OCc2ccc(F)cc2)s1,.,7.3%,13.4%,2.6%,?,.,5.2%,1.1%,.,
CCCCC(=O)NC(=S)NNS(=O)(=O)c1ccccc1,4.4%,9.6%,-1.3%,27.7%,0.3%,-6.6%,2.3%,0.9%,4.9%,
O=C(CSc1nc2ncc(Cl)cc2[nH]1)Nc1ccccc1-c1ccccc1,-0.1%,-12.4%,16.6%,12.9%,1.2%,-2.6%,-9.6%,2.7%,4.8%,
COc1ccc(C(CNC(=O)COc2ccccc2OC)N(C)C)cc1OC (configuration not stated),1.6%,8.4%,-5.2%,13.3%,0.4%,-7.7%,-6.5%,1.3%,4.5%,
Cc1cc([N+](=O)[O-])ccc1NCc1ccccc1[N+](=O)[O-],-0.1%,8.2%,7.3%,5.3%,0.8%,3.0%,-8.2%,1.7%,-1.7%,
N#Cc1ccc(C(=O)Nc2ccc([N+](=O)[O-])cc2)c(F)c1,-0.7%,7.9%,2.8%,.,4.8%,-2.2%,.,0.6%,8.2%,
CCOC(=O)n1c(O)c(N=NC(N)=S)c2cc(C)ccc21,0.5%,0.5%,-1.6%,16.1%,0.7%,3.1%,-12.5%,-0.1%,11.3%,
O=C(CCc1nnc(Cc2ccc3c(c2)OCO3)o1)NCCc1ccccc1Cl,0.1%,-4.3%,-8.2%,2.2%,-0.4%,-5.4%,-5.0%,-1.2%,6.2%,

# (continued)
SMILES,K1F lysis inhibition,GPR55 LPI antagonism,GPR35 arrestin U2OS,SV40 large T antigen,RSV CPE inhibition,NS5 inhibitors,PhoP inhibition,HIV fusion peptide,MgcRacGAP inhibition,others
O=C(O)c1ccc(N2C(=O)c3[nH]nc(-c4ccccc4)c3C2c2ccccc2)cc1 (configuration not stated),0.2%,-6.9%,16.0%,12.4%,2.9%,-3.2%,-2.0%,10.5%,9.2%,
CCN1CCN(c2sc(S(C)(=O)=O)nc2S(=O)(=O)c2ccc(Cl)cc2)CC1,-0.4%,-18.4%,13.1%,6.3%,-0.3%,-6.2%,2.0%,-1.1%,-34.1%,
COc1cc(C2C(C#N)=C(N)OC3=C2C(=O)CC(C)(C)C3)ccc1OCCN1CCOCC1 (configuration not stated),-0.2%,8.3%,-14.0%,7.6%,0.9%,3.1%,-7.1%,-1.3%,8.6%,
O=C1CCCC2=C1C(c1ccsc1)CC(=O)N2c1ccccc1F (configuration not stated),0.3%,17.1%,2.7%,10.1%,2.0%,0.8%,-2.8%,0.6%,0.1%,
Cc1cccc(N(C(=O)c2cnc3n(c2=O)CCS3)C2CCCCC2)c1,4.5%,5.4%,0.3%,11.0%,-1.1%,0.0%,-2.2%,2.4%,-1.2%,
COc1ccc(OCc2nnc3n2N=C(c2ccc(Br)cc2)CS3)cc1,0.6%,-8.5%,7.3%,-2.0%,-0.5%,-7.2%,-3.3%,0.8%,2.3%,
CC(C)N(CCO)Cc1nc(C(c2ccccc2)c2ccccc2)no1,-0.2%,1.4%,6.6%,2.3%,-0.3%,-4.6%,11.3%,0.5%,-0.6%,
CC(C)(C)Nc1nc(-c2ccccn2)nc2ccccc12,0.6%,8.6%,43.8%,13.8%,22.0%,-2.6%,3.9%,0.8%,10.9%,
CCc1ccc2oc(C(=O)N3CCN(c4ccc(OC)cc4)CC3)cc(=O)c2c1,0.4%,1.0%,-3.3%,13.1%,?,-5.9%,-8.1%,-0.3%,8.8%,
CC1(C)NC(=O)N(Cc2cc(=O)n3ccsc3n2)C1=O,0.2%,6.7%,-2.7%,7.0%,2.8%,5.8%,-0.9%,1.8%,7.5%,
Cc1cc(N2CCN(C(=O)c3ccco3)CC2)n2ncc(-c3ccccc3)c2n1,-0.1%,10.8%,1.0%,17.8%,5.8%,0.0%,8.9%,-0.3%,7.7%,
NC(=O)c1ccccc1NC(=O)C1CCCO1 (configuration not stated),0.3%,4.0%,3.4%,24.2%,1.1%,-6.8%,-0.6%,0.4%,5.4%,
CCOC(=O)N1CCN(C(=O)c2cc(OC)cc(OC)c2)CC1,2.5%,3.6%,16.0%,-2.0%,0.3%,-5.8%,5.9%,-2.2%,6.1%,
O=C1CC(C(=O)Nc2ccc(F)cc2)n2cnnc2N1 (configuration not stated),0.3%,1.1%,-0.1%,11.1%,-0.1%,2.3%,7.9%,-1.1%,-2.5%,
CN(CCc1ccccn1)S(=O)(=O)c1ccccc1F,0.1%,5.4%,5.5%,.,-0.6%,-1.3%,.,0.1%,1.5%,
CCOc1cc(/C=C\c2nc(O)c([N+](=O)[O-])c(=O)[nH]2)ccc1OC(C)C,0.1%,1.4%,6.1%,6.2%,0.4%,-5.2%,6.3%,2.5%,14.0%,
O=C(CSc1nc2nc3c(cc2c(=O)n1-c1ccccc1)CCCC3)Nc1cccc2ccccc12,1.6%[50 µM],6.5%,-1.0%,9.6%,39.8%,8.3%,-4.8%,2.3%,2.8%,
CC1(C)CC(=O)c2c(nc(SCC(=O)Nc3nsc(-c4ccccc4)n3)c(C#N)c2-c2ccccc2)C1,1.1%,8.9%,-1.2%,4.9%,2.7%,-10.4%,-3.2%,0.9%,8.8%,
CCCn1c(N)c(N(CCOC)C(=O)Cc2ccc(S(=O)(=O)N3CCOCC3)s2)c(=O)[nH]c1=O,-1.4%,.,.,24.6%,-1.4%,22.9%,-3.7%,.,6.9%,

# 5 compounds out of the list, arranged by number of heavy atoms, largest number first:
SMILES,K1F lysis inhibition,GPR55 LPI antagonism,GPR35 arrestin U2OS,SV40 large T antigen,RSV CPE inhibition,NS5 inhibitors,PhoP inhibition,HIV fusion peptide,MgcRacGAP inhibition,others
O=C(COC(=O)c1cc(S(=O)(=O)N2CCOCC2)ccc1F)Nc1c(Cl)cccc1C(F)(F)F,1.2%[50 µM],.,.,6.9%,-1.3%,0.7%,1.6%,.,-0.3%,
CCS(=O)(=O)N1CCCC(C(=O)NCCN2CCC(Cc3ccccc3)CC2)C1 (configuration not stated),0.3%,-0.6%,1.1%,10.8%,0.3%,-4.8%,13.9%,-1.9%,17.0%,
CCOc1cc(/C=C/C(=O)c2ccc(C)cc2)ccc1OCC(=O)N(C)C,-0.4%,26.2%,-6.6%,-7.7%,-1.9%,-1.3%,-8.2%,0.5%,-3.5%,
COc1ccc(OCc2nnc3n2N=C(c2ccc(Br)cc2)CS3)cc1,0.6%,-8.5%,7.3%,-2.0%,-0.5%,-7.2%,-3.3%,0.8%,2.3%,
O=C(O)CN1C(=O)SC(Nc2ccc(C(=O)O)cc2)C1=O (configuration not stated),7.8%,-2.0%,10.2%,4.8%,2.1%,4.3%,-8.0%,0.8%,-3.0%,

# Source: PubChem
